Source: PubChem
S3 lipid droplet = qHTS Assay for Lipid Storage Modulators in Drosophila S3 Cells | Drosophila S3 cells, BODIPY lipid droplet fluorescence, 18-24 h; cells fed with added oleic acid | Potency in µM for hits, for the others lipid storage change, negative = inhibition, % at the top dose, mostly 46.1 µM | actives 0.64% (n = 320,000) | AID 2685; active = well fitted inhibition curve with a large enough effect in the signal ratio, with a control signal flat, not every such curve was filed as active; inconclusive = small, poorly fitted or top-dose-only effect, or effect the other way, or a change in a side signal; the % refers to the signal ratio
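Drosophila S3 cells got compounds at several concentrations plus oleic acid (400 uM solution). Laser-scanning cytometry with 488 nm excitation read lipid droplets at 500-530 nm and cells at 575-640 nm. Percent activity was relative to 20 uM Triacsin C.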
S3 lipid droplet cell count max = further read-out of S3 lipid droplet, marked with its call; cell number change, %; measured here: cell count max response;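 cells counted by Cell Tracker Red CMTPX staining in the red channel; peak over a dose series mostly up to 46.1 µM; percent activity relative to internal control wells on each plate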
Numbers without * were called inactive; i = inactive; u = inconclusive; x = not tested or not shown; [ ] = dose if it differs, or a comment. % is set by controls: 0 for no effect and ±100 for the full control effect; potency is the fitted concentration of half-maximal effect.

The line under a structure holds: S3 lipid droplet, S3 lipid droplet cell count max
O=C(O)c1ccc(Cl)c(NC(=S)NC(=O)c2cccc(COc3ccccc3)c2)c1
→ 4%, 17
CCOC(=O)c1c(NC(=S)Nc2ccccc2)sc(C)c1C
→ 7%, -6
Cc1ccc(-c2csc(NC(=O)CSc3nc(C)cs3)n2)cc1
→ u, x
O=C(CCCSc1nc2ccccc2s1)NCc1ccco1
→ u, x
O=C(CCn1c(=O)[nH]c2ccsc2c1=O)N1CCN(Cc2ccc3c(c2)OCO3)CC1
→ -2%, x
COc1cc(C2C(C(=O)c3ccc(C)o3)=C(O)C(=O)N2c2cc(C)on2)cc(Br)c1O (stereo not given)
→ u, x
Cn1nc(C(=O)NC2CCCCC2)c2ccccc2c1=O
→ -3%, -21
COC(=O)c1c(NC(=O)CN2C(=O)C(=O)N(C(C)C)C2=O)sc(C)c1C
→ u, x
Cc1sc2ncnc(SCC(=O)N3CCCC3)c2c1C
→ u, x
Cc1ccc(NC(=O)CSc2ccccc2)cc1S(=O)(=O)N1CCOCC1
→ u, x
CCc1cc2cc(C)cc(C)c2nc1SCC(=O)Nc1cc(C)on1
→ 20%, x
Cn1cc(-c2nnnn2-c2ccccc2)c(=O)c2ccccc21
→ -6%, 8
Cc1ccc(-c2nc(=S)c3c(n2Cc2cccnc2)CC(C)(C)OC3)cc1
→ u, x
OC(CC#CCN1CCCCC1)(c1ccccc1)c1ccccc1
→ 25%, 13
CC(C(=O)NCCN1C(=O)S/C(=C\c2cccnc2)C1=O)N1C(=O)c2ccccc2C1=O (stereo not given)
→ u, x
COc1ccc(C(C(=O)NC(C)(C)C)N(Cc2ccco2)C(=O)CCC(=O)Nc2cc(C)on2)cc1 (stereo not given)
→ 24%, -2
O=C(CSc1nnc2ccccn12)Nc1ccc2c(c1)OCCO2
→ u, x
Nc1nn2cc(-c3ccccc3)nc2c2ccccc12
→ 6%, 7
N#C/C(=C\c1ccc([N+](=O)[O-])cc1)C(=O)Nc1ccccc1O
→ -7%, -16
O=C(CC1CCCC1)NNC(=O)c1ccc(F)cc1
→ 8%, 16
Cc1sc2nc(COC(=O)c3cccc(OC(F)F)c3)[nH]c(=O)c2c1C
→ 5%, 0
CC1CCCCN1CCCNC(=O)c1c(O)nc2ccccn2c1=O (stereo not given)
→ u, x
COc1ccc(CCC(=O)NNC(=O)Nc2ccc(C(C)=O)cc2)cc1
→ u, x
CC(C)C1Nc2c(O)cc(Cl)c([N+](=O)[O-])c2C2C=CCC21 (stereo not given)
→ 8%, 7
O=C(O)c1ccccc1-c1ccccc1C(=O)NCCCO
→ u, x
CCc1ccc(C2CC(c3ccccc3Cl)Nc3nc(N)nn32)cc1 (stereo not given)
→ u, x
N#C/C(=C\c1ccc(-c2ccc([N+](=O)[O-])cc2)o1)C(=O)Nc1nc(-c2cccs2)cs1
→ u, x
Cc1ccc(SCc2cc(=O)[nH]c(N3CCN(Cc4ccccc4)CC3)n2)cc1
→ -14%, -2
Cc1ccc(Oc2ccc(NC(=O)c3ccco3)cc2)cc1
→ -25%, -22
CCC(Cc1ccccc1)NC(=O)CCc1ccccc1 (stereo not given)
→ i, x
COc1ccc(C(=O)N/C(=C\c2ccc3c(c2)OCO3)C(=O)Nc2ccc(C(=O)O)cc2)cc1
→ u, x
Cc1ccc(S(=O)(=O)N2CCc3ccccc3C2)cc1
→ u, x
Cc1c(NC2=NC(C)(C)Cc3ccccc32)c(=O)n(-c2ccccc2)n1C
→ -5%, -12
O=C(CSc1nc(O)cc(=O)n1-c1ccccc1)Nc1ccc2c3c(cccc13)CC2
→ 1%, x
COc1ccccc1OCCNC(=O)c1cccs1
→ 12%, 9
CCc1c(O)nc(SCC(=O)Nc2ccccc2C)n(-c2ccc(C)cc2)c1=O
→ i, 13
Cc1c(OCC(=O)N2C[C@H]3C[C@@H](C2)c2cccc(=O)n2C3)ccc2c3c(c(=O)oc12)CCCC3
→ u, x
CCOC(=O)N1CCN(S(=O)(=O)c2ccc(C(=O)Nc3nc4c(s3)CC(C)CC4)cc2)CC1 (stereo not given)
→ 2%, -12
CC1(C)CC(=O)C2=C(C1)N(Cc1ccc(F)cc1)C(=O)C2(NC(=O)c1cccnc1)C(F)(F)F (stereo not given)
→ u, x
N/C(=N\OC(=O)c1ccc(Cl)cc1)c1ccccn1
→ u, x
CCOCCCNC(=O)c1ccc(CS(=O)(=O)Cc2ccccc2F)o1
→ u, x
CCc1ccccc1NC(=O)c1cc(-c2ccc(F)cc2)on1
→ 0%, 1
COC(=O)c1sccc1NC(=O)c1c(C)cc(=O)oc1C
→ u, x
COc1ccc(CNC(=O)COC(=O)c2cccnc2Nc2cccc(C(F)(F)F)c2)cc1
→ u, x
CC1CCN(C(c2cc3cc4c(cc3[nH]c2=O)OCO4)c2nnnn2CC2CCCO2)CC1 (stereo not given)
→ u, x
O=C(COc1ccc(Cl)cc1)Nc1ccc2c(c1)C(=O)NC2=O
→ i, -10
CCCc1cc(C(=O)N2CCC(n3nccc3NC(=O)c3ccc(OC)cc3)CC2)no1
→ i, -13
Nc1ncnc(N)c1N=Nc1ccccc1
→ u, x
c1nc(NCc2ccc3c(c2)OCO3)c2cc(-c3ccoc3)ccc2n1
→ u, x
O=C(CN(C(=O)c1csnn1)c1cccc(Cl)c1)NC1CCCC1
→ u, x
Cc1ccccc1NC1=NCC(c2ccc([N+](=O)[O-])cc2)S1 (stereo not given)
→ u, x
Cc1ccc(C(=O)Nc2ccc([N+](=O)[O-])cn2)o1
→ -16%, 5
CCOc1ccc(C(=O)Oc2ccc(NC(C)=O)cc2)cc1
→ 0%, 1
O=C(Nc1ccccc1)N1CCN(Cc2ccc(Cl)cc2)CC1
→ u, x
COc1ccc(S(=O)(=O)N2CCN(CC(O)COc3ccc(CC#N)cc3)CC2)cc1OC (stereo not given)
→ u, x
COc1ccc(NC(=O)C2CCN(S(C)(=O)=O)CC2)cc1Cl
→ i, 12
CN(C)CCOC(=O)/C(=C/c1cn(C)c2ccccc12)NC(=O)c1ccccc1
→ 1%, 9
COc1ccc(N2CCN(C(=O)COC(=O)CSc3ccccc3)CC2)cc1
→ u, x
CCOC(=O)c1ccc(Oc2nc(NC)nc(Nc3ccccc3)n2)cc1
→ u, x
O=C(NNc1ccccc1)C(=O)N1CCCCC1
→ 6%, 1

As a working copy, some entries already given.
The line under a structure holds: S3 lipid droplet, S3 lipid droplet cell count max
COc1ccc(CNC(=O)COC(=O)c2cccnc2Nc2cccc(C(F)(F)F)c2)cc1
→ u, x
CC1CCN(C(c2cc3cc4c(cc3[nH]c2=O)OCO4)c2nnnn2CC2CCCO2)CC1 (stereo not given)
→ u, x
O=C(COc1ccc(Cl)cc1)Nc1ccc2c(c1)C(=O)NC2=O
→ i, -10
CCCc1cc(C(=O)N2CCC(n3nccc3NC(=O)c3ccc(OC)cc3)CC2)no1
→ i, -13
Nc1ncnc(N)c1N=Nc1ccccc1
→ u, x
c1nc(NCc2ccc3c(c2)OCO3)c2cc(-c3ccoc3)ccc2n1
→ u, x
O=C(CN(C(=O)c1csnn1)c1cccc(Cl)c1)NC1CCCC1
→ u, x
Cc1ccccc1NC1=NCC(c2ccc([N+](=O)[O-])cc2)S1 (stereo not given)
→ u, x
Cc1ccc(C(=O)Nc2ccc([N+](=O)[O-])cn2)o1
→ -16%, 5
CCOc1ccc(C(=O)Oc2ccc(NC(C)=O)cc2)cc1
→ 0%, 1
O=C(Nc1ccccc1)N1CCN(Cc2ccc(Cl)cc2)CC1
→ u, x
COc1ccc(S(=O)(=O)N2CCN(CC(O)COc3ccc(CC#N)cc3)CC2)cc1OC (stereo not given)
→ u, x
COc1ccc(NC(=O)C2CCN(S(C)(=O)=O)CC2)cc1Cl
→ i, 12
CN(C)CCOC(=O)/C(=C/c1cn(C)c2ccccc12)NC(=O)c1ccccc1
→ 1%, 9
COc1ccc(N2CCN(C(=O)COC(=O)CSc3ccccc3)CC2)cc1
→ u, x
CCOC(=O)c1ccc(Oc2nc(NC)nc(Nc3ccccc3)n2)cc1
→ u, x

The list goes on:
Molecule	S3 lipid droplet	S3 lipid droplet cell count max
CSc1n[nH]c(=O)n1-c1ccc(Cl)cc1	2%	x
O=C(Nc1ccccc1C(=O)N1CCOCC1)C1CCCO1 (stereo not given)	u	x
COc1ccc(CC(=O)N2CCN=C2SCc2ccc([N+](=O)[O-])cc2)cc1	u	x
CCCc1cc(C(=O)N2CCN(S(=O)(=O)c3ccc(OC)c(OC)c3)CC2)cs1	i	-3
CC(C)c1ccc(NC(=O)Cn2c(=O)oc3ccccc32)cc1	i	2
CSc1ccccc1C(=O)NCc1ccc(S(N)(=O)=O)cc1	i	x
Cn1c(=O)[nH]c(=O)c2c1nc(N1CCCCC1)n2CCOc1ccccc1	12%	-12
O=C1CN(c2cc(Cl)cc(Cl)c2)C(=O)CN1/N=C/c1cccnc1	u	x
CCN(CC(=O)Nc1ccc([N+](=O)[O-])cc1OC)CC(=O)NC(C)(C)C	u	x
COC(=O)c1ccc(CNC(=O)COC(=O)c2ccccc2-c2ccccc2)cc1	-14%[0.0737 µM]	21
CCCCN(C(=O)CSc1nc2ccccc2n1CC)C1CCS(=O)(=O)C1 (stereo not given)	u	x
O=c1c2c(-c3cccs3)csc2[nH]c(=S)n1-c1ccccc1	u	x
COc1ccc(OC)c(NS(=O)(=O)c2cc3c4c(c2)CCN4C(=O)CC3)c1	u	x
CCCCCCNC(=O)c1cn(CC)c2cc(N3CCN(C)CC3)c(F)cc2c1=O	u	x
COc1ccc(C(=O)/C=C2\Sc3ccccc3N2C)cc1	u	x
Cc1[nH]c2ccccc2c1C(c1ccccn1)N1CCC(C(N)=O)CC1 (stereo not given)	10%	-14
Cc1ccc(OCC(=O)Nc2ccc(N3CCN(C(=O)c4ccco4)CC3)cc2)cc1C	u	x
COc1ccc(N=CC2=C(O)c3ccccc3C2=O)c(OC)c1	u	x
CCCCn1c(N)c(N(CCOC)C(=O)CSc2ccccc2C)c(=O)[nH]c1=O	u	x
CCOc1ccc(C(=O)OCC(=O)NC2CCCC2)cc1OCC	16%	21
CCCCOc1nc2ccccc2nc1C(C#N)S(=O)(=O)c1ccccc1 (stereo not given)	u	x
CN(C)/C=C/C(=O)c1cc(N2CCOCC2)ccc1[N+](=O)[O-]	u	x
COc1ccc(C(=S)N2CCCCCC2)cc1	1%	1
Cn1nc(-c2ccccc2)c(CO)c1Sc1ccccc1	u	x
COC(=O)c1cc(OC)c(OC)cc1NC(=S)N1CCN(c2ccccc2)CC1	u	x
CN(C(=O)CC1C(=O)NCCN1Cc1ccc(F)cc1)C1CCOCC1 (stereo not given)	8%	9
O=C(COc1ccccc1)NNC(=O)c1cc2ccccc2o1	u	x
O=C(O)c1cccc(Cn2cc(Cl)cn2)c1	u	x
COc1ccccc1N(C)S(=O)(=O)c1ccc(C(=O)OCC(=O)N(C(C)C)C(C)C)cc1	u	x
CCC(OCC(O)CN1CCN(CCN2C(=O)c3cccc4cccc(c34)C2=O)CC1)c1ccccc1 (stereo not given)	i	-28
O=C(CNc1ccc(F)cc1Cl)Nc1cccc(S(=O)(=O)N2CCCCC2)c1	u	x
O=C(NCc1ccccn1)C1CCN(Cc2cccc(OCc3ccccc3)c2)CC1	u	x
O=[N+]([O-])c1cccc(-c2ccn[nH]2)c1	-15%	-3
COc1cc(NC(=O)CCc2nnc3ccc(N4CCCCC4)nn23)cc(OC)c1OC	u	x
C=CCNc1oc(-c2cccs2)nc1C#N	u	x
CC(=O)N1CCN(C(=O)CN2C(=O)NC(C)(c3ccc4ccccc4c3)C2=O)CC1 (stereo not given)	7%	12
Cc1ccc2c(c1C)NC(=O)CC(c1ccccc1O)=N2	u	x
CCOc1cc(/C=N\NC(=O)Cn2nnc3ccccc32)ccc1O	u	x
O=C(Nc1ccc(F)c(Cl)c1)Nc1csc2ccccc12	u	x
COc1ccc(-c2nc(C#N)c(NC(C)C)o2)cc1	17%	0
O=[N+]([O-])c1ccc(-n2nnnc2CN2CCOCC2)cc1	-16%	0
Cc1cccc(NC(=O)[C@@H]2CCCN2C(=O)OC(C)(C)C)c1	i	14
COc1ccc(C(C)=O)c(Oc2ccc(S(=O)(=O)N3CCOCC3)cn2)c1	u	x
COc1ccc(NC(=O)CN(C)C(=O)C(CCSC)NC(=O)c2ccccc2)cc1 (stereo not given)	u	x
COc1ccc(NC(=O)CN2C(=O)/C(=C3\SC(=S)N(CCC(=O)O)C3=O)c3ccccc32)cc1	u	x
COc1cccc(-c2nc(CS(=O)(=O)CC(=O)N3CCOCC3)c(C)o2)c1	18%	-4
Cc1cc2c(=O)[nH]c(Cc3ccccc3)nc2s1	10%	1
COc1ccc(CCNc2ccc(C)cc2)cc1	i	13
Cc1ccc(-c2nc3ncccn3c2Nc2ccccc2C)o1	1%	11
Cc1cccc(C)c1NC(=O)C(c1ccc(Cl)cc1Cl)N1CCCCC1 (stereo not given)	3%	9
CC(C)(C)OC(=O)NCCCCCNC(=O)c1[nH]cnc1C(=O)Nc1ccccc1	3%	2
CCn1c(=O)n(CC)c2cc(N3CCCC3)c(NC(=O)c3ccccc3)cc21	u	x
CCc1ccc(-c2cc(C(=O)NCCCn3ccnc3)c3ccccc3n2)s1	7%	1

Not all compounds are listed; count on the stated rates, not on these rows.
